# Compound activity deposited in PubChem by several laboratories.
# HTR5A ag = activates human HTR5A in OPRM1-OPRD1 agonist counter-screen; HTR5A agonist assay, luminescence, cell-based; activation, % at 9.3 µM; AID 504692; P47898; 340,000 compounds, 0.61% hits; in the data active = activation mostly above about 9.5%, no sharp cut-off; inactive = mostly below about 7.6%;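 also: 0% = cells with vehicle only and 100% = reference agonist; strong numbers were not always called active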
# SR-BI DiI inh = inhibitors of mouse SR-BI mediated HDL lipid uptake | Q61009 | ldlA[mSR-BI] CHO cells, DiI-HDL uptake fluorescence, 3 h | inhibition, % at 12.5 µM | 320,000 compounds, 0.96% hits;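 active = mean replicate inhibition of at least 70% and a set share of replicates each scoring 70 or more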;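 also: 0% = median of neutral control wells and 100% = median of positive control wells; values of inactives mirror those of a sister screen read the other way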
# Wnt act = Wnt/beta-catenin pathway activation; Wnt/beta-catenin reporter cell assay, activator, plate reader; activation, % at 9.35 µM; 300,000 compounds, 1.2% hits; AID 743398; in the data active = activation above about 30%, passing the limit was not always enough;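 also: 0% = neutral control wells and 100% = positive control wells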
# MITF TRPM1 HTS = increases MITF-driven TRPM1 promoter luciferase signal | AID 588334 | 300,000 compounds, 0.75% hits | activation, % at 12.5 µM | SK-MEL-5 TRPM1-promoter luciferase, 24 h; % of positive control, neutral wells = 0;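 active = mean activation of at least 80% with every replicate also reaching 80%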;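 also: 0% = neutral control wells and 100% = parthenolide positive control wells; values of inactives mirror those of a sister screen read the other way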
# cardiac RTF act = cardiac RTF calcium sensitization; P19429+P45379; 340,000 compounds, 0.24% hits; AID 493008; activation, % at 7.2 µM; IANBD-labeled TnC RTF fluorescence at EC20 calcium; 0% EC20 calcium, 100% full calcium;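 active = activation above the mean over all tested compounds plus 3 SD, cut at about 30% in these data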;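 also: rise in fluorescence read as greater calcium sensitivity of cardiac thin filaments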
# SR-BI uptake up = activators of SR-BI mediated HDL lipid uptake. AID 504775. 320,000 compounds, 0.096% hits. CHO ldlA[mSR-BI] cells, DiI-HDL uptake fluorescence, 3 h; 100 = double the neutral-control signal. activation, % at 12.5 µM;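 active = mean replicate activation of at least 60% and every replicate at or above 60%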;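 also: 0% = median plate neutral-control signal and 100% = twice that signal; values of inactives mirror those of a sister screen read the other way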
#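 Test system: SR-BI-overexpressing, LDLR-lacking CHO cells; Medium: Ham's F12 with 0.5% BSA, HEPES 25 mM, pH 7.4; Schedule: 3 h, 37 °C; Technique: bottom-read fluorescence, 550/595 nm.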
# Rtt109 HAT inh = blocks Candida albicans Rtt109/Vps75 acetyltransferase activity | Q5AAJ8 | purified Rtt109/Vps75, ThioGlo CoA-SH fluorescence, 4 h | inhibition, % at 34.9 µM | 330,000 compounds, 0.16% hits;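 active = inhibition of at least 50% in every replicate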
# Target sequence (Q5AAJ8 whole entry, looked up): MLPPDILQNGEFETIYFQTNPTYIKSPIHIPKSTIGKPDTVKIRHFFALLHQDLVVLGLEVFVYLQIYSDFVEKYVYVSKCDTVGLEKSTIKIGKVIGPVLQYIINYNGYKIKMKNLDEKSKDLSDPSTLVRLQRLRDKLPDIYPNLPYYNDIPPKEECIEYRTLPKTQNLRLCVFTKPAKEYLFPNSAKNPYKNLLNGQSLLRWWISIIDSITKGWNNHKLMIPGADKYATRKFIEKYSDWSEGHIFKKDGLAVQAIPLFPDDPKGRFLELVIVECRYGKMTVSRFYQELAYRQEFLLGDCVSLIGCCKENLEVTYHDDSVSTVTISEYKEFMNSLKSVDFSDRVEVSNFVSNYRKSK
# CDK5 inh = inhibitors of human CDK5/p35 kinase; Recombinant CDK5/p35, ADP-Glo luminescence, 60 min; 330,000 compounds, 0.01% hits; inhibition, % at 10 µM; Q00535+Q15078; AID 488839;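 active = highest replicate inhibition of at least 50% and at least 75% of replicates reaching 50%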;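 also: plate controls were DMSO neutral control for no effect and GW8510 at 10 µM for full effect; many of its hits are not listed in these tables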
# Target sequence (Q00535 whole entry, looked up): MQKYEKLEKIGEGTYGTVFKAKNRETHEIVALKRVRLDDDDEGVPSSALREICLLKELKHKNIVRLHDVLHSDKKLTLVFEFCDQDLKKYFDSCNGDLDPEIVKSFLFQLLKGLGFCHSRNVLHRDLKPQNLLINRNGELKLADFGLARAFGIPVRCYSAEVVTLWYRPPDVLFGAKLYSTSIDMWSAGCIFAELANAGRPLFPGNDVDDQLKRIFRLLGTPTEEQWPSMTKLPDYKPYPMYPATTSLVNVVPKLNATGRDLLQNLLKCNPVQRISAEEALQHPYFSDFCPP
# Target sequence (Q15078 whole entry, looked up): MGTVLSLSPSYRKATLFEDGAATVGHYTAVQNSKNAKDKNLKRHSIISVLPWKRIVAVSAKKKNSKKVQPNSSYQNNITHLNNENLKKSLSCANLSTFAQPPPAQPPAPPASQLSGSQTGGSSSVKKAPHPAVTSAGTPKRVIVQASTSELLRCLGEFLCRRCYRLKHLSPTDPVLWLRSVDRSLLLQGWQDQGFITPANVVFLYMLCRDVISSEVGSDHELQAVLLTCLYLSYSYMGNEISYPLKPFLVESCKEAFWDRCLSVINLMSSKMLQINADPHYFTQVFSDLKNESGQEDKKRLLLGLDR
# dFosB act = mouse delta FosB homodimer activation; purified delta FosB, TAMRA-CDK5 oligo fluorescence polarization; percent of positive-control signal above neutral wells; 340,000 compounds, 0.99% hits; activation, % at 25 µM; P13346; AID 493131;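 active = mean activation above about 17%, with every replicate also reaching it, limit read from the data, passing the limit was not always enough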;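 also: fluorescence polarization rise as delta FosB binds a TAMRA Cdk5 AP-1 oligo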
# PvdQ inh = blocks Pseudomonas aeruginosa PvdQ acylase activity | purified PvdQ acylase, fluorescence plate reader | AID 488965 | 340,000 compounds, 0.063% hits | inhibition, % at 10 µM; in the data active = inhibition above about 30%, passing the limit was not always enough;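 also: 0% = vehicle neutral wells and 100% = reference inhibitor wells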
# An asterisk follows results filed as active; nt = not tested or not shown.
SMILES	MITF TRPM1 HTS	HTR5A ag	SR-BI DiI inh	PvdQ inh	CDK5 inh	SR-BI uptake up	dFosB act	Rtt109 HAT inh	Wnt act	cardiac RTF act
COc1ccc(NC(=O)C(c2ccccc2)N(C)C(=O)c2cnccn2)cc1 (stereo unspecified)	nt	5	-17	6	-0.2	17	-2	7	nt	-5
NC(=O)c1cc(Cc2ccccc2)sc1NC(=O)c1ccco1	118*	3	10	-15	0.0	-10	75*	-23	27	-1
Nc1ccccc1C(=O)NC12CC3CC(CC(C3)C1)C2	nt	-1	-32	2	-0.6	32	4	7	0	0
Cc1cc(NC(=S)N(CCN2CCOCC2)Cc2ccccc2F)ccc1Cl	1	-1	-17	-15	1.5	17	-4	2	-2	0
COc1cc(C(=O)NCCc2nc3ccccc3n2C)cc(OC)c1OC	-4	-1	-1	11	4.4	1	5	5	-3	4
COc1ccc(/C=N/NS(=O)(=O)c2ccc(C)cc2)cc1OC(=O)c1ccccc1	1	-1	14	-13	-1.6	-14	-16	-7	nt	12
O=C(Nc1ccccc1C(F)(F)F)c1ccc2nccnc2c1	16	0	-2	-10	0.7	2	-7	2	4	-1
Cc1ccc(S(=O)(=O)N2CCC(C(=O)OC(C)C(=O)NC3CCCCC3C)CC2)cc1 (stereo unspecified)	nt	0	-14	-14	1.0	14	-11	-4	2	-1
Cc1ccc(C)n1-n1c(C)nc2sc(-c3ccccc3)cc2c1=O	65	5	37	-6	1.6	-37	-2	-3	nt	-4
CCOc1ccc(OCCC(=O)OCC(=O)NC2CCCC2)cc1	-3	-6	-23	-7	-1.7	23	-3	-6	-1	0
CCN1CCC(NCCc2ccc(F)cc2)CC1	nt	1	49	-13	-0.4	-49	5	-16	-2	-2
CSC1=NCCN1C(=O)c1c(F)cccc1Cl	-4	0	4	-17	-0.7	-4	-5	-1	nt	-4
COCCCNCCOc1cc(C(C)C)ccc1C	nt	-1	-20	-6	-0.9	20	-3	4	-2	-1
COC(=O)Cc1c(C)c2ccc(OC(=O)c3ccco3)cc2oc1=O	6	3	-31	-18	3.6	31	1	-193	0	-2
COc1cc2c(cc1OC)C(c1cccs1)N(C(=S)NC(C)C)CC2 (stereo unspecified)	4	-3	10	-3	0.7	-10	-7	2	-1	0
CC(C)CNC(=O)c1cccc2c1-c1ccccc1C2=O	3	3	7	-11	-0.6	-7	5	-2	1	3
OCCC1CN(Cc2cc3c(cc2Cl)OCO3)CCN1C1CCCCC1 (stereo unspecified)	-2	3	-21	-17	0.5	21	-6	0	nt	-5
CCCOc1ccc(/C=N/NC(=O)CN2CCCCC2)cc1	1	-3	-18	-3	-0.3	18	2	6	0	-3
C[N+]1(CC(O)COc2ccccc2)CCN(C(=O)c2ccc([N+](=O)[O-])cc2)CC1 (stereo unspecified)	-5	2	-29	6	8.0	29	-7	53*	2	7
COc1ccc(S(=O)(=O)N/N=C\c2ccc([N+](=O)[O-])o2)c(OC)c1	-11	5	-9	-8	-3.3	9	4	3	1	-1
CC1CC(C)CN(S(=O)(=O)N2CCCC(C(=O)NC3CCCCC3C)C2)C1 (stereo unspecified)	-1	-4	-6	7	0.6	6	-12	-7	-1	1
COc1cc(/C=C2/C(=N)N3N=C(CC(=O)N4CCOCC4)SC3=NC2=O)ccc1OCc1ccc(F)cc1	69	0	35	-5	0.4	-35	-4	-5	21	-3
Cc1c(C(=O)N2CCOCC2)c(S(=O)(=O)Nc2ccccc2)c(C)n1C	-3	0	-2	-3	-2.7	2	-1	-17	0	-1
O=C1c2ccccc2NC(c2ccc(-c3cccc([N+](=O)[O-])c3)o2)N1O (stereo unspecified)	2	1	4	-3	0.0	-4	-2	11	1	1
CCc1ccc(-c2csc(NC(=O)Oc3ccccc3)n2)cc1	33	8	15	-27	-4.8	-15	-4	5	25	1
Cc1ccccc1-n1nc(C)c2c(C(=O)NN)cc(-c3ccncc3)nc21	-9	8	-3	10	0.3	3	-14	-9	-2	3
COc1ccc(C(C)=O)cc1CSCCC(=O)O	-4	3	-15	8	-1.0	15	-2	-5	nt	-2
C=CCOc1ccc(CN(C)C(=O)C2CCCO2)cc1 (stereo unspecified)	14	9	0	2	-0.4	0	1	10	1	-1
COc1cc(OC)cc(C(=O)NCCCn2ccnc2)c1	-26	-6	0	-13	0.4	0	0	-8	0	-1
c1ccc(Nc2ccccn2)nc1	-7	-3	-2	-5	-5.2	14	-7	1	-9	6
Nc1ncc(Br)cc1S(=O)(=O)NCCc1ccccc1	14	6	-3	-19	-2.1	3	-8	-7	-1	0
Cn1c(=O)cc(SCC(=O)NCCCN2CCN(c3ccccc3F)CC2)c2ccccc21	1	2	27	7	0.2	-27	-1	0	nt	-2
CC(=O)c1cccc(NC(=S)N2CCN(S(C)(=O)=O)CC2)c1	6	5	-1	0	-1.6	1	-6	-2	3	0
Cc1c(C)n(CC(O)CN2CCCCCC2)c2ccccc12 (stereo unspecified)	-3	0	-1	-5	-0.3	1	-3	-15	nt	3
O=c1[nH]c(/C=C/c2ccc(Br)cc2)nc2ccccc12	71	4	-50	-17	1.6	50	4	3	45*	4
O=C(CCN1C(=O)/C(=C\c2ccccc2)SC1=S)N1CCOCC1	7	-4	nt	-5	0.1	nt	3	11	-3	5
COc1cccc(/C=C/C(=O)NNC(=O)c2ccncc2)c1OC	16	4	-2	-8	0.4	2	-9	-4	3	0
O=C(O)c1ccccc1-c1ccccc1C(=O)Nc1ccccc1	-3	-2	-1	-8	-0.5	1	4	6	1	-3
Cc1cccc(-c2nnn(Cc3nnc(NC(=O)c4ccccc4)s3)n2)c1	nt	7	-7	5	0.1	7	-2	-2	nt	-1
O=S1(=O)CCC(NS(=O)(=O)c2cccc3cccnc23)C1 (stereo unspecified)	nt	5	-9	9	-1.7	9	-4	nt	0	3
CCSC(=Nc1ccccc1)Nc1ccccc1	-3	0	9	-12	-3.3	-9	-7	2	-6	2
O=C(Nc1ccnn1C1CCN(C(=O)c2ccc(Cl)c(F)c2)CC1)C1CCOC1 (stereo unspecified)	-1	3	-1	-9	1.3	1	-5	0	0	-1
O=C(Cn1cnc2sc3c(c2c1=O)CCCC3)NCC(=O)Nc1c(F)cc(F)cc1Br	-2	1	-11	-8	1.3	11	69*	-4	23	-3
Cc1ccc(C)c(N2CCN(C(=O)C3CCCCN3S(=O)(=O)c3ccc(F)cc3)CC2)c1 (stereo unspecified)	4	-4	20	3	-1.1	-20	-2	-5	-1	-3
COC(=O)c1ccccc1NC(=O)NCc1ccco1	0	0	-1	8	-1.4	1	-8	-6	1	-5
O=C(O)C1CCC(=O)N(C2CC2)C1c1ccccc1 (stereo unspecified)	-2	0	-10	-2	1.0	10	-1	-11	-4	-4
Cc1cccc(NC(=S)NNC(=O)c2ccco2)c1	-5	1	-27	-10	1.1	27	-4	-10	3	-2
CCSc1nnc(NC(=O)CSc2nnc(CNC(=O)c3ccc(OC)cc3)o2)s1	3	8	6	22	0.3	-6	7	-2	nt	0
CCOC(=O)CC(NC(=O)c1cc2ccccc2oc1=O)c1cccc([N+](=O)[O-])c1 (stereo unspecified)	-7	-2	-13	-9	-2.6	13	-6	0	-2	2
CCOc1ccc(-n2c(-c3ccco3)nc3c(cnn3-c3ccc(C)cc3)c2=O)cc1	-10	7	nt	-15	0.3	nt	-8	1	-5	3
O=C(c1ccc([N+](=O)[O-])cc1)N1CCN(C(=O)c2cccs2)CC1	-6	5	-11	10	0.9	11	12	3	-1	-4
O=C(NCc1nc2ccccc2[nH]1)C1=C[C@@H](c2ccc(Br)cc2)C[C@@H](OCc2ccc(CO)cc2)O1	-9	4	-13	15	0.7	13	0	6	-1	-4
COc1ccccc1/C=C/C(=O)NCC(=O)N/N=C(/C)c1ccc(Cl)cc1	-10	2	36	7	0.3	-36	-3	-5	-1	3
O=C(O)CCC(=O)NNC(=O)COc1ccc2ccccc2c1Br	2	nt	-12	6	-2.1	12	-5	22	0	nt
Cc1cc(NC(=O)c2ccccc2C)ccc1NC(=O)c1ccccc1Cl	5	0	56	-7	1.1	-56	-5	4	-1	-5
CCOCCCNC(=O)c1ccc(OC)cc1	8	0	1	-14	0.7	-1	4	-13	-6	0
CCOC(=O)C1(CCOC)CCN(Cc2ccncc2)CC1	-7	-2	-7	-4	-1.1	7	1	1	-2	-3
CCOC(=O)c1c(C)[nH]c(NC(=O)NNC(=O)c2ccc(OC)cc2)c1C	6	-1	-8	-8	-0.5	8	-9	7	0	-4
O=C(COC(=O)c1cc(=O)[nH]c2ccccc12)NCc1ccccc1	nt	1	-15	-11	0.7	15	-1	-2	1	6
CN(CC(=O)Nc1ccc(N2CCOCC2)cc1)C(=O)COc1ccccc1F	-5	1	-6	-6	1.1	6	-4	5	1	4

# One compound at a time, from the list above. Values in the order: MITF TRPM1 HTS	HTR5A ag	SR-BI DiI inh	PvdQ inh	CDK5 inh	SR-BI uptake up	dFosB act	Rtt109 HAT inh	Wnt act	cardiac RTF act
# Record of `COc1cc2c(cc1OC)C(c1cccs1)N(C(=S)NC(C)C)CC2` (stereo unspecified) = 4	-3	10	-3	0.7	-10	-7	2	-1	0
# Record of `O=C(Nc1ccccc1C(F)(F)F)c1ccc2nccnc2c1` = 16	0	-2	-10	0.7	2	-7	2	4	-1

# (continued)
SMILES	MITF TRPM1 HTS	HTR5A ag	SR-BI DiI inh	PvdQ inh	CDK5 inh	SR-BI uptake up	dFosB act	Rtt109 HAT inh	Wnt act	cardiac RTF act
CCCCN(Cc1ccco1)S(=O)(=O)c1c[nH]c(C(=O)OC)c1	-2	1	36	-4	1.8	-36	-12	-4	-2	-1
CC(=O)c1ccc(NC(=O)NNS(=O)(=O)c2ccc(F)cc2)cc1	16	-1	-24	6	-0.2	24	-2	5	3	-2
CCC(=O)N1c2ccccc2NC2=C(C(=O)CC(c3ccco3)C2)C1c1ccco1 (stereo unspecified)	-10	1	-17	-12	-0.2	17	-7	1	nt	-2
CN(C)S(=O)(=O)c1cc(NC(=O)CNCCN2CCOCC2)ccc1Cl	0	-2	nt	9	-0.6	nt	1	-8	1	-1
c1ccc(-c2ncc(-c3ccn[nH]3)s2)cc1	33	0	-13	-4	-0.1	13	-20	4	10	6
Cc1ccc(SC(C)C(=O)NC2CC2)cc1 (stereo unspecified)	-7	-5	-6	-8	-0.1	6	3	-5	-1	-2
O=C(Cn1nc(C(=O)O)c2ccccc2c1=O)Nc1ccc2c(c1)OCO2	19	0	nt	-16	2.2	nt	4	-8	1	-2
COc1ccc(/C=C/C(=O)NCCCc2ccccc2)cc1OC	10	-5	-5	-1	2.7	5	-4	2	nt	4
COC(=O)c1cc(C(=O)OC)cc(N2C(=O)CN=C2Nc2nc(C)cc(C)n2)c1	-3	5	-14	7	0.0	14	2	-3	nt	-6
Cc1cc([N+](=O)[O-])cc2c1NC(c1ccccn1)C1CC=CC21 (stereo unspecified)	-19	2	11	-4	-0.1	-11	-1	1	-3	-5
